# Siah-1 displacement – Siah-1 peptide-binding antagonists, primary screen, biochemical, fluorescence polarization, rhodamine-plectin, uHTS (AID 1817) | E3 ubiquitin-protein ligase SIAH1 (Homo sapiens) | Siah-1 / rhodamine-plectin peptide fluorescence polarization; higher % means a stronger effect | one-dose displacement, % at 20 µM; IC50 in µM for titrated hits | 290,000 tested, 0.02% active;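 active means displacement of at least 50% at 20 µM, with a fluorescence ratio check between 0.3 and a set limit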;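 further: plate controls were Siah plus tracer with DMSO for no effect and tracer alone without Siah for full effect; strong numbers were not always called active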
# Yfh1-off respiration – enhancers of respiration in Yfh1-depleted yeast, dose response, Friedreich's ataxia, plus single-dose screen (AID 1465). S. cerevisiae Yfh1-off respiration, WST-1 reduction, 72 h; higher fold induction means a stronger effect. fold induction at 50 µM; hits with a dose series show EC50 in µM. 220,000 tested, 0.074% active;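 active means fold induction of absorbance versus untreated yeast above a set limit, then at least 30% activation at any dose in follow-up; inconclusive means repeats straddling the limit, or above it without dose testing; inactive means fold induction below the set limit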;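 further: activators that raise dye reduction in frataxin-depleted yeast; strong numbers were not always called active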
# XIAP antagonists – XIAP antagonists, biochemical, IAP family, fluorescence polarization (AID 1018) | displacement, % at 20 µM; hits with a dose series show IC50 in µM | E3 ubiquitin-protein ligase XIAP (Homo sapiens) | XIAP BIR domain, fluorescence polarization peptide displacement; higher % means a stronger effect | 200,000 tested, 0.007% active; in the data active means displacement above about 50%; further: a part of the inactive calls stands beside numbers as strong as those of hits
# PhoP inhibition – inhibitors of PhoP regulon expression, primary screen, Salmonella Typhimurium, GFP reporter (AID 1863) | S. Typhimurium PhoP-regulated promoter GFP reporter, 4 h; higher % means a stronger effect | inhibition, % at 50 µM, or IC50 in µM where a hit was titrated | 300,000 tested, 0.16% active;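 active means inhibition over 29.93%, a cutoff 3 SD above the screen mean, later confirmed by dose response; inconclusive means inhibition over 29.93% but no dose response follow-up; inactive means inhibition at most 29.93% or unconfirmed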;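 further: 0% = low Mg2+ inducing control and 100% = high Mg2+ repressing control; strong numbers were not always called active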
# M17LAP inhibition – P. falciparum M17LAP inhibitors, primary screen, biochemical, fluorogenic H-Leu-NHMec substrate, 1536-well (AID 1619); 220,000 tested, 0.38% active; inhibition, % at 30 µM, or IC50 in µM where a hit was titrated; recombinant M17LAP, H-Leu-NHMec fluorogenic kinetic assay; higher % means a stronger effect; Leucine aminopeptidase (Plasmodium falciparum (isolate 3D7));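 active means compound inhibiting the enzyme by more than half at any dose during confirmatory dose-response retesting; inconclusive means strong single-dose inhibitors picked by rank but not retested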;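 further: plate controls were full reaction with DMSO carrier for no effect and no enzyme background for full effect; strong numbers were not always called active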
# P. falciparum M1AAP – P. falciparum M1AAP inhibitors, biochemical, fluorogenic H-Leu-NHMec substrate, 1536-well (AID 1445); recombinant M1AAP, H-Leu-NHMec fluorogenic kinetic assay; higher % means a stronger effect; 220,000 tested, 0.42% active; Aminopeptidase N (Plasmodium falciparum (isolate 3D7)); inhibition, % at 30 µM; hits with a dose series show IC50 in µM;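 active means primary inhibition above the hit cutoff, then over 50% inhibition at one or more dose response concentrations, cut at about 23% in these data, passing the limit was not always enough; inconclusive means conflicting primary data, or primary hits not chosen for dose response; inactive means low primary inhibition, or under 50% at every dose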;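 further: plate controls were DMSO full reaction for no effect and no enzyme background for full effect; strong numbers were not always called active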
# PMI inhibition – human PMI inhibitors, high substrate, primary screen, biochemical, fluorescence intensity, high mannose 6-phosphate (AID 1220); recombinant PMI enzyme, coupled fluorescence intensity; higher % means a stronger effect; Mannose-6-phosphate isomerase (Homo sapiens); 190,000 tested, 0.66% active; inhibition, % at 20 µM, or IC50 in µM where a hit was titrated; in the data active means inhibition above about 50%
# West Nile virus CPE – West Nile virus antiviral activity, cell-based, CPE readout (AID 1621); West Nile virus-infected cells, CPE inhibition; higher % means a stronger effect; 290,000 tested, 0.02% active; one-dose CPE inhibition, % at 10 µM; IC50 in µM for titrated hits; in the data active means a potency from the dose series; inconclusive means CPE inhibition mostly from about 3.7% at the one dose, without a potency; inactive means the rest, 99 in 100 with CPE inhibition below about 2.2%; further: strong numbers were not always called active
# CSM14.1 death rescue – rescue of cells from ER stress-induced death, primary screen, 384-well, CSM14.1, thapsigargin, ATP luminescence (AID 1222). one-dose cellular ATP content (survival), % at 20 µM; EC50 in µM for titrated hits. CSM14.1 thapsigargin-induced death rescue, ATP luminescence; higher % means a stronger effect. 190,000 tested, under 10 active;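 active means EC50 below 50 µM in the dose-response confirmation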;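 further: death triggered by thapsigargin at about 15 µM added after 2 h compound pretreatment; cell ATP read after overnight thapsigargin exposure of roughly 18 to 22 hours; normalized against plate controls of thapsigargin alone and 5% DMSO vehicle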
# An asterisk follows results filed as active; i = inactive; ? = inconclusive; / = no result given. Compounds were not picked by outcome; 1.6% or so of the library scored in one or more.
SMILES,Siah-1 displacement,Yfh1-off respiration,XIAP antagonists,PhoP inhibition,M17LAP inhibition,P. falciparum M1AAP,PMI inhibition,West Nile virus CPE,CSM14.1 death rescue
CCOC(=O)N1CCN(CC(=O)c2c[nH]c3ccc(F)cc23)CC1,0%,i,-5.2%,2%,20%,1%,-5%,0.4%,-0.1%
Cc1cc(-c2n[nH]c(=S)n2/N=C/c2ccc(C)s2)n[nH]1,2%,i,-0.1%,-4%,5%,8%,1%,0.1%,-2.0%
O=C(Cc1cccs1)N1CCCC(c2nc3c(nnn3Cc3ccc(F)cc3)c(=O)[nH]2)C1 (stereo unspecified),-3%,i,0.1%,-6%,21%,-7%,2%,-0.3%,1.6%
CCCCCCCCNC(=O)c1cccnc1SCC(=O)Nc1ccccc1OC,8%,i,-6.1%,9%,5%,0%,3%,-1.8%,-1.7%
O=C(O)/C(=C\c1ccccc1)c1ccccc1,-1%,i,/,-7%,6%,4%,/,0.0%,/
CN(CC(=O)NCCc1ccccc1)S(=O)(=O)c1ccc(Br)cc1,4%,i,-2.8%,-3%,-2%,-2%,34%,-0.8%,2.0%
CNC(=O)/C(=N\O)c1ccccc1,2%,i,-4.6%,-1%,2%,3%,7%,-0.6%,/
CC(C(=O)OCC(=O)Nc1cccc(S(=O)(=O)N(C)C)c1)N1C(=O)c2ccccc2C1=O (stereo unspecified),1%,i,-13%,11%,-3%,10%,-4%,1.7%,0.2%
COc1cccc2c(=O)cn[nH]c12,1%,i,1.1%,-5%,-163%,10%,2%,0.5%,5.7%
O=C1N=C(N2CCOCC2)SC1=C1CCCCC1,-1%,i,-4.2%,-9%,-9%,2%,7%,-0.1%,-1.9%
CS(=O)(=O)c1ccc(N2CCOCC2)c(S(C)(=O)=O)c1,0%,i,-4.8%,-9%,-4%,6%,-11%,0.4%,-3.2%
CCOC(=O)c1csc(NC(=O)CSc2nnnn2-c2ccc(OC)c(OC)c2)n1,-6%,i,-11%,4%,11%,-1%,11%,0.7%,4.3%
COc1ccc(C2=NOC3(CC(=O)N(c4ccc5ccccc5c4)C3=O)C2)c(OC)c1 (stereo unspecified),-7%,i,5.0%,15%,10%,-1%,8%,-0.2%,-0.6%
Cc1ccc(N(CC(O)CN(C)C)S(=O)(=O)c2ccccc2)cc1 (stereo unspecified),-5%,i,-5.0%,6%,8%,6%,4%,0.3%,-1.5%
CCOC(=O)CSc1nc(=O)n2cccc(C)c2n1,1%,i,-4.8%,-1%,4%,9%,0%,1.3%,-0.8%
Cc1cc(C)c2nc(C(F)(F)F)nc(N3CCN(C(=O)c4ccco4)CC3)c2c1,2%,i,-6.2%,1%,2%,1%,9%,0.9%,-1.6%
O=C(N/N=C/c1cccc(F)c1)c1ccc(Cl)cc1,26%,i,1.2%,4%,8%,0%,-7%,-0.8%,-1.6%
Clc1cccc(CN2CCCCCCC2)c1Cl,-4%,i,-3.1%,5%,9%,0%,-10%,-0.5%,-5.1%
Cc1ccc(C)c(OC2=NS(=O)(=O)c3ccccc32)c1,2%,i,-13%,5%,-3%,-1%,0%,0.2%,0.6%
Cc1ccc(-c2nc3ccccc3o2)cc1NC(=S)NC(=O)/C=C/c1ccco1,9%,i,-16%,4%,41%,?,-5%,1.4%,-0.7%
Cc1cc(NC(=O)CSc2nc3c(cc2C#N)CCCC3)no1,3%,i,-3.0%,-3%,0%,1%,-8%,-0.9%,-0.3%
O=S(=O)(NC1CCCCC1Nc1ccc(Cl)cc1)c1ccccc1 (stereo unspecified),-8%,i,3.0%,2%,6%,-5%,14%,-1.9%,0.1%
Cc1ccc(NC(=O)COC(=O)CCc2nc3ccccc3c(=O)[nH]2)cc1Cl,5%,i,-3.3%,5%,0%,-8%,0%,0.2%,0.7%
COc1ccccc1NS(=O)(=O)c1cccc(NC(=O)c2ccc3ccccc3n2)c1,4%,i,-1.4%,9%,3%,1%,13%,-0.8%,1.4%
CCN(CC)C(=O)CC(c1ccc(OC)cc1)c1c(O)cc(OC)cc1OC (stereo unspecified),2%,i,/,-5%,15%,14%,/,0.0%,/
O=C1C=C(O)CC(c2ccc(Cl)cc2)C1 (stereo unspecified),-4%,/,-3.1%,21%,22%,0%,7%,/,0.4%
O=C(O)CCc1nnc2n(Cc3ccc(F)cc3)c(=O)c3ccccc3n12,0%,i,-4.9%,32%,4%,-3%,10%,0.1%,-0.7%
Cc1oc2c(c1C(=O)NC(Cc1c[nH]c3ccccc13)C(=O)O)CCCC2 (stereo unspecified),-4%,i,-4.9%,1%,42%,-1%,-4%,0.3%,0.9%

# An excerpt of these results, as tab-separated lines.
molecule	Siah-1 displacement	Yfh1-off respiration	XIAP antagonists	PhoP inhibition	M17LAP inhibition	P. falciparum M1AAP	PMI inhibition	West Nile virus CPE	CSM14.1 death rescue
Cc1ccc(N(CC(O)CN(C)C)S(=O)(=O)c2ccccc2)cc1 (stereo unspecified)	-5%	i	-5.0%	6%	8%	6%	4%	0.3%	-1.5%
CCOC(=O)CSc1nc(=O)n2cccc(C)c2n1	1%	i	-4.8%	-1%	4%	9%	0%	1.3%	-0.8%
Cc1cc(C)c2nc(C(F)(F)F)nc(N3CCN(C(=O)c4ccco4)CC3)c2c1	2%	i	-6.2%	1%	2%	1%	9%	0.9%	-1.6%
O=C(N/N=C/c1cccc(F)c1)c1ccc(Cl)cc1	26%	i	1.2%	4%	8%	0%	-7%	-0.8%	-1.6%
Clc1cccc(CN2CCCCCCC2)c1Cl	-4%	i	-3.1%	5%	9%	0%	-10%	-0.5%	-5.1%
Cc1ccc(C)c(OC2=NS(=O)(=O)c3ccccc32)c1	2%	i	-13%	5%	-3%	-1%	0%	0.2%	0.6%
Cc1ccc(-c2nc3ccccc3o2)cc1NC(=S)NC(=O)/C=C/c1ccco1	9%	i	-16%	4%	41%	?	-5%	1.4%	-0.7%
Cc1cc(NC(=O)CSc2nc3c(cc2C#N)CCCC3)no1	3%	i	-3.0%	-3%	0%	1%	-8%	-0.9%	-0.3%
O=S(=O)(NC1CCCCC1Nc1ccc(Cl)cc1)c1ccccc1 (stereo unspecified)	-8%	i	3.0%	2%	6%	-5%	14%	-1.9%	0.1%
Cc1ccc(NC(=O)COC(=O)CCc2nc3ccccc3c(=O)[nH]2)cc1Cl	5%	i	-3.3%	5%	0%	-8%	0%	0.2%	0.7%
COc1ccccc1NS(=O)(=O)c1cccc(NC(=O)c2ccc3ccccc3n2)c1	4%	i	-1.4%	9%	3%	1%	13%	-0.8%	1.4%
CCN(CC)C(=O)CC(c1ccc(OC)cc1)c1c(O)cc(OC)cc1OC (stereo unspecified)	2%	i	/	-5%	15%	14%	/	0.0%	/
O=C1C=C(O)CC(c2ccc(Cl)cc2)C1 (stereo unspecified)	-4%	/	-3.1%	21%	22%	0%	7%	/	0.4%
O=C(O)CCc1nnc2n(Cc3ccc(F)cc3)c(=O)c3ccccc3n12	0%	i	-4.9%	32%	4%	-3%	10%	0.1%	-0.7%
Cc1oc2c(c1C(=O)NC(Cc1c[nH]c3ccccc13)C(=O)O)CCCC2 (stereo unspecified)	-4%	i	-4.9%	1%	42%	-1%	-4%	0.3%	0.9%

# Quoted at random: 2 compounds from above, in no set order.
SMILES,Siah-1 displacement,Yfh1-off respiration,XIAP antagonists,PhoP inhibition,M17LAP inhibition,P. falciparum M1AAP,PMI inhibition,West Nile virus CPE,CSM14.1 death rescue
CN(CC(=O)NCCc1ccccc1)S(=O)(=O)c1ccc(Br)cc1,4%,i,-2.8%,-3%,-2%,-2%,34%,-0.8%,2.0%
CCOC(=O)N1CCN(CC(=O)c2c[nH]c3ccc(F)cc23)CC1,0%,i,-5.2%,2%,20%,1%,-5%,0.4%,-0.1%

# Bioassay records as filed in PubChem BioAssay.
